Compound activity: PubChem, several laboratories
SV40 large T antigen – SV40 large T antigen inhibitors, biochemical (AID 1903) | inhibition, % at 20 µM, or IC50 in µM where a hit was titrated | SV40 large T antigen ATPase/helicase inhibition assay; higher % means a stronger effect | hit rate 0.39% among 310,000; in the data active means a potency from the dose series; inconclusive means inhibition mostly from about 32% at the one dose, without a potency; inactive means the rest, 99 in 100 with inhibition below about 32%; further: strong numbers were not always called active
LYP phosphatase – PTPN22 lymphoid phosphatase activity blockers – biochemical, fluorescence intensity, uHTS (AID 1779) | recombinant LYP phosphatase, fluorescence intensity; higher % means a stronger effect | one-dose inhibition, % at 11.5 µM; IC50 in µM for titrated hits | hit rate 0.054% among 290,000; in the data active means inhibition above about 50%;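 further: plate controls were vehicle with enzyme for no effect and no enzyme for full effect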
GPR55 beta-arrestin – selective activators of receptor GPR55 – imaging, U2OS cells, beta-arrestin-GFP redistribution, primary screen (AID 1961); hit rate 0.048% among 290,000; activation, % at 10 µM; hits with a dose series show EC50 in µM; U2OS GPR55 beta-arrestin-GFP redistribution imaging; higher % means a stronger effect;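 active means activation above 40% with more than 50 cells counted in the well; inconclusive means wells holding fewer than 50 cells, flagged as toxic or sparse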;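 further: U2OS osteosarcoma cells stably expressing GPR55 and beta-arrestin-GFP; plate controls were DMSO negative control for no effect and LPI positive control for full effect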
NTR1 agonist – NTR1-driven beta-arrestin-GFP spot formation – imaging, U2OS cells, high content, primary screen (AID 493036); agonist mode; P30989; hit rate 0.17% among 330,000; activation, % at 20 µM;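 active means activation at or above 40% of the spot to cytoplasm intensity ratio, with at least 20 cells analyzed; inconclusive means wells under 20 cells, flagged as cytotoxic or low count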;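 further: 0% = DMSO without peptide and 100% = 100 nM NTR1 peptide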
Target sequence (P30989 whole entry, looked up): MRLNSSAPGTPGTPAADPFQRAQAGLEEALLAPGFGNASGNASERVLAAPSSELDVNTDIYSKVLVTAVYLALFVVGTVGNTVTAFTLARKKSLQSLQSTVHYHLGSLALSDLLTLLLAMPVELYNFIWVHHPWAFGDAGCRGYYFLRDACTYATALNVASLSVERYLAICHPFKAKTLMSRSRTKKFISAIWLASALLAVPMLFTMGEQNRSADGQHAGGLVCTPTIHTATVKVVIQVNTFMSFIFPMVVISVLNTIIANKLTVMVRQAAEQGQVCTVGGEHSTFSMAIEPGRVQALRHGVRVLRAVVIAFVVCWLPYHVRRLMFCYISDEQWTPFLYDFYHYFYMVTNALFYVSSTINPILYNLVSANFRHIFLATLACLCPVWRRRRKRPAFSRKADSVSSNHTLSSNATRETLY
GPR35 antagonists – GPR35 antagonists blocking zaprinast-driven arrestin recruitment, primary screen, imaging, U2OS, beta-arrestin-GFP, zaprinast agonist (AID 2058) | U2OS GPR35 beta-arrestin-GFP translocation imaging, zaprinast antagonism; higher % means a stronger effect | hit rate 0.052% among 290,000 | inhibition, % at 10 µM, or IC50 in µM where a hit was titrated;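 active means inhibition of at least 50% with at least 30 cells and total cytoplasm GFP at most 10,000,000; inconclusive means under 30 cells or total GFP of 10,000,000 plus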
MgcRacGAP inhibition – MgcRacGAP GTPase-activating activity inhibitors, confirmation, biochemical, ADP Hunter fluorescence. hit rate 0.6% among 340,000. MgcRacGAP-stimulated Rac1 GTP hydrolysis, ADP Hunter fluorescence; higher % means a stronger effect; GST-tagged Rac1 F28L mutant substrate. inhibition, % at 30 µM; hits with a dose series show IC50 in µM;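 active means first-screen hits whose inhibition reached a set limit at any dose in the follow-up dose series; inconclusive means inhibition above the set first-screen limit but never retested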;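 further: fluorescence reports GDP produced by GAP-driven GTP hydrolysis; strong numbers were not always called active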
T cell HTS – modulates CD8 T cell binding to vesicles. 2C CD8+ T cell-vesicle binding, flow cytometry; active compounds read low. calls only at 7 µM. hit rate 0.068% among 330,000. AID 2052;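 active means response, share of CD8 T cells binding vesicles, and their 90th percentile fluorescence all below set limits, cut at about 80% in these data, passing the limit was not always enough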
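Also added: QL9-peptide-loaded Drosophila micro-vesicles bearing Ld, ICAM-1 and B7-1; Test system: purified 2C TCR transgenic mouse naive CD8+ T cells; Measured by: cytometric PE anti-B7-1 and Alexa647 anti-CD8 signals after 1% paraformaldehyde fixation; Timing: binding step 1.5 h, 37 °C, antibody labelling 20 min, ice.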
GPR55 LPI antagonism – GPR55 antagonists blocking LPI-driven arrestin recruitment, primary screen, imaging, U2OS, beta-arrestin-GFP, LPI agonist (AID 2013). one-dose inhibition, % at 10 µM; IC50 in µM for titrated hits. U2OS GPR55 beta-arrestin-GFP translocation imaging, LPI antagonism; higher % means a stronger effect. hit rate 0.13% among 290,000;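 active means spots per cell inhibited over 60%, with over 100 cells counted and total cytoplasm intensity under 500,000; inconclusive means wells with under 100 cells, flagged as likely toxic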;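 further: U2OS cells stably carrying GPR55 and arrestin-GFP stimulated by 5 µM LPI near EC80; imaged beta-arrestin-GFP aggregate spots per cell after agonist stimulation; plate controls were LPI-stimulated DMSO wells for no effect and DMSO wells without LPI for full effect; some results filed as inactive read as strong as hits; confirmed hits need IC50 under 10 µM and bright autofluorescent wells are also inconclusive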
Hep lipid drop – modulators of hepatic lipid droplet formation. AML12 mouse hepatocytes, oleate lipid droplets, BODIPY imaging. inhibition, % at 6.5 µM. hit rate 0.4% among 240,000. AID 1656;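 active means lipid droplet intensity inhibited by at least 50%, with more than 500 cells counted; inconclusive means wells with under 300 cells, treated as cytotoxic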
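Material – mouse AML12 hepatocyte cell line, fixed after treatment · Compound dosing – one dose, 6.5 µM compound · Times – compound with oleate, overnight · Measured by – Image-based BODIPY and DAPI two-channel analysis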
Hep lipid drop cells 6.5 µM – recorded beside Hep lipid drop, whose call it bears; cell count; measured here: cell count, cytotoxicity flag;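 cells counted across two imaged fields per well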
T cell HTS vesicle-bound % – further read-out of T cell HTS, marked with its call; double positive events, %; measured here: CD8+ vesicle-bound cell fraction;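 binding gate set so that unloaded-vesicle control wells show 10% double positive cells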
NTR1 agonist cell count 20 µM – also measured in NTR1 agonist; calls as there; cell count; measured here: cell count, cytotoxicity flag
* = called active by the depositor; i = inactive; ? = inconclusive; · = no result given.

SMILES | SV40 large T antigen | LYP phosphatase | GPR55 beta-arrestin | NTR1 agonist | NTR1 agonist cell count 20 µM | GPR35 antagonists | MgcRacGAP inhibition | T cell HTS | T cell HTS vesicle-bound % | GPR55 LPI antagonism | Hep lipid drop | Hep lipid drop cells 6.5 µM
CCCn1c(N2CCN(CC(=O)c3c(C)n(C)c4ccccc34)CC2)nc2c1c(=O)[nH]c(=O)n2C | 3.4% | 0.0% | -0.2% | 0.2 | 51 | 1.1% | 9.2% | i | 38.6 | 9.4% | · | ·
CC(C)CC(O)(CC(C)C)C(=O)NNc1ccccc1 | 14.2% | -7.9% | 0.1% | 0.4 | 37 | -5.2% | 11.2% | i | 56.1 | -4.0% | -2.9 | 735
CC(=NCc1ccncc1)C1=C(O)c2ccccc2C1=O | ? | 0.1% | -0.2% | · | · | -8.2% | · | · | · | -6.9% | -7.2 | 754
CS(=O)(=O)Oc1ccc(/C=N/NC(=O)c2ccncc2)cc1 | 11.0% | -2.1% | -0.3% | 0.8 | 69 | -6.2% | 6.7% | i | 4.7 | 6.1% | -0.9 | 640
COc1ccccc1N1CCN(C2CCN(C(=O)c3cccs3)CC2)CC1 | 3.0% | -0.6% | -0.5% | -1.1 | 54 | 22.5% | 19.3% | i | 29.8 | 6.8% | -3.4 | 728
COc1cccc(NC(=O)CSc2nc3ccccc3cc2Cc2ccccc2)c1 | 6.4% | -5.1% | 0.2% | 0.9 | 46 | -4.0% | 8.2% | i | 21.7 | -13.0% | · | ·
CCOC(=O)c1c(C)n(O)c2ccc(Cl)cc2c1=O | -5.0% | -11.9% | -0.2% | 2.5 | 61 | 6.6% | 5.9% | i | 31.0 | 8.4% | · | ·
COc1cccc(C2CC(=O)Nc3cc4c(cc32)CCC4)c1 (stereo not given) | 5.0% | 0.9% | -0.1% | 2.8 | 51 | 9.9% | -23.3% | i | 2.0 | 5.8% | -10.3 | 678
C=CCN1C(=O)CC(C(=O)NC)SC1=Nc1ccc(C(=O)OCC)cc1 (stereo not given) | 10.1% | -2.6% | 0.2% | 1.0 | 48 | 7.7% | 9.4% | i | 22.6 | 4.0% | 4.2 | 728
COc1ccc(S(=O)(=O)N(C)Cc2cccs2)cc1Br | 16.5% | -5.9% | -0.1% | 1.4 | 69 | 12.2% | -0.8% | i | 12.5 | -1.6% | 1.7 | 667
Cc1ccc(S(=O)(=O)Oc2ccccc2/C=N/NC(=O)c2nn(C)cc2[N+](=O)[O-])cc1 | 8.8% | 2.8% | 0.3% | 4.0 | 66 | 1.3% | 4.4% | i | 1.2 | -2.9% | 8.8 | 681
COc1ccc(CC(=O)Nc2nc(-c3ccc(F)c(F)c3)cs2)cc1 | 5.9% | -1.1% | -0.2% | 9.8 | 36 | 2.2% | 0.3% | i | 44.4 | 2.6% | 0.5 | 772
CN(C)Cc1nc2ccccc2c(=O)n1CC(=O)Nc1cccc(S(=O)(=O)N2CCOCC2)c1 | 1.0% | -3.3% | -0.3% | 0.1 | 35 | 13.4% | 0.8% | i | 59.0 | -13.2% | 13.0 | 682
Cc1nn2c(CN(C(=O)COc3ccccc3)c3ccccc3)nnc2c2ccccc12 | 11.0% | -0.6% | 0.0% | 1.9 | 44 | 5.1% | 9.4% | i | 100.0 | 5.1% | -8.2 | 601
COc1ccc(C(=O)N/C(=C\c2cn(C)c3ccccc23)C(=O)N2CCN(C)CC2)cc1OC | 24.6% | -2.4% | 0.2% | 0.4 | 70 | -6.9% | 11.1% | i | 12.3 | 12.0% | 2.9 | 681
Cc1ccc(-c2nn(C)c(=O)c3ccccc23)cc1CNC(=O)c1ccccc1 | 6.2% | -3.6% | -0.2% | 0.9 | 43 | 5.6% | · | i | 15.4 | 8.3% | 1.7 | 741
Cc1nc(-c2noc(-c3cccc(Cl)c3)n2)c(C(F)(F)F)o1 | 8.6% | -4.0% | 0.2% | 1.8 | 41 | 5.7% | -6.5% | i | 48.0 | 7.6% | -1.8 | 666
CCN(Cc1cc2ccc(C)cc2[nH]c1=O)C(=O)c1cccnc1 | -4.9% | -5.5% | 0.2% | -0.9 | 59 | 7.1% | · | · | · | -1.7% | · | ·
Cc1ccc(S(=O)(=O)N(C)C)cc1NC(=O)COC(=O)Cc1ccsc1 | 22.3% | · | · | 0.0 | 65 | · | 9.2% | i | 52.6 | · | · | ·
CC(C)Oc1cccc(C(=O)NC(=S)Nc2ccc3c4c(cccc24)CC3)c1 | 29.6% | 2.4% | -0.3% | 1.3 | 43 | 3.8% | 8.9% | i | 45.0 | 19.3% | · | ·
CN(C)C(=S)Nc1ccc([N+](=O)[O-])cc1 | 6.5% | -5.3% | 0.1% | 1.2 | 30 | -7.7% | 0.7% | i | 43.4 | 12.3% | -3.0 | 606
Cc1cccc(C(=O)NN2S(=O)(=O)c3ccccc3S2(=O)=O)c1 | 5.6% | -8.0% | -0.2% | -0.4 | 29 | -14.2% | 1.3% | i | 10.3 | 12.7% | 27.5 | 740
Fc1cccc(/C=N/Nc2cc(N3CCOCC3)ncn2)c1 | 11.5% | -1.9% | -0.2% | 1.2 | 59 | 0.3% | 5.3% | i | 61.4 | 9.6% | 39.5 | 586
Cc1noc2ncnc(Sc3c(Cl)cccc3Cl)c12 | 8.1% | -3.2% | -0.1% | -4.4 | 72 | -4.8% | 7.1% | i | 45.6 | 18.2% | 4.0 | 692
CCOC(=O)c1ccc(NC(=O)CC2C(=O)N(c3ccc(F)cc3)C(=O)N2CCCOC)cc1 (stereo not given) | 7.1% | -10.4% | -0.1% | -1.3 | 65 | 3.0% | -1.6% | i | 13.6 | -2.0% | · | ·
O=C(COc1ccc(C(=O)NCC2CCCO2)cc1)Nc1cccc(C(F)(F)F)c1 (stereo not given) | 9.3% | · | · | 2.2 | 40 | · | 2.0% | i | 34.8 | · | · | ·
O=C(NC1CC1)c1ccc(CN(c2ccccc2)S(=O)(=O)c2ccccc2)cc1 | 8.2% | -5.4% | -0.2% | -0.8 | 89 | -15.6% | 5.4% | i | 25.5 | 2.9% | -14.3 | 654
COC(=O)/C=C1/S/C(=N/NC(=O)c2ccc(OC)cc2)NC1=O | 8.5% | -5.6% | -0.1% | -0.8 | 67 | 14.9% | -17.2% | i | 25.6 | -13.7% | 1.8 | 718
O=C(Nc1ccc(Nc2ccccc2)cc1)c1c(F)c(F)c(F)c(F)c1F | 6.1% | -3.0% | 0.8% | 5.1 | 78 | -0.2% | -3.0% | i | 18.8 | -1.5% | -0.5 | 813
N#C/C(=C/c1ccc(N2CCCCC2)o1)C(=O)Nc1ccc(Cl)cc1 | 22.3% | -0.4% | 1.4% | -3.3 | 69 | ? | 6.2% | i | 31.7 | ? | 11.5 | 664
CCOc1ccc2[nH]c(=O)c(CN(Cc3cccs3)Cc3nnnn3C(C)(C)CC)cc2c1 | 11.5% | 10.5% | -0.3% | 8.7 | 51 | -1.4% | 6.2% | i | 50.1 | 8.0% | · | ·
CCc1c(C)nc(SCc2ccccn2)[nH]c1=O | -5.1% | 1.9% | -0.5% | 1.2 | 105 | -6.5% | 5.4% | i | 58.0 | 9.0% | -7.0 | 695
CC1(C)CC(O)C(C)(C)N1O (stereo not given) | 3.1% | -8.5% | 0.2% | 0.4 | 52 | 3.3% | 3.8% | i | 12.8 | -1.3% | · | ·
COc1ccc(NC(=O)C2CCC(N3C(=O)C4C5C=CC(C5)C4C3=O)CC2)cc1 (stereo not given) | -1.0% | -10.1% | 0.0% | -0.7 | 45 | 6.8% | 0.3% | i | 64.4 | -0.3% | 21.1 | 778
CCCC(C1=C(O)CC(C)(C)CC1=O)C1C(=O)CC(C)(C)CC1=O (stereo not given) | -9.7% | -9.0% | 0.2% | -0.6 | 70 | -15.5% | 8.4% | i | 48.0 | 10.6% | 20.4 | 680
CCSc1nnc(NC(=O)c2cccc(S(=O)(=O)N(C)c3ccccc3)c2)s1 | 4.6% | 1.3% | -0.2% | 0.4 | 79 | -2.1% | 3.7% | i | 46.0 | 16.0% | 0.4 | 571
O=C(Nc1ccc(CSc2ccccc2)cc1)c1ccc(CN2CCOCC2)cc1 | 6.7% | 4.1% | -0.4% | 0.0 | 45 | 3.5% | 4.6% | i | 48.3 | 6.2% | -11.5 | 652
COc1cc2nc(NC(=O)c3ccc(Cl)cc3)sc(=O)c2cc1OC | -0.8% | -11.3% | -0.2% | 8.7 | 83 | -6.4% | 12.1% | i | 17.7 | -3.5% | -2.9 | 836
CC1=NN(C(N)=S)C(=O)C1N=Nc1cccc2ccccc12 (stereo not given) | 21.8% | 0.2% | -0.1% | · | · | 8.2% | · | i | 61.6 | 4.0% | -3.1 | 678
O=C(Nc1nnc(CC(c2ccccc2)c2ccccc2)s1)c1ccco1 | 5.7% | -3.8% | 0.0% | 3.8 | 80 | -10.8% | 2.2% | i | 52.5 | 7.9% | -1.7 | 790
O=C(NCCCN1CCOCC1)c1ccccc1N1C(=O)[C@@H]2Cc3c([nH]c4ccccc34)C(c3cccc(Cl)c3)N2C1=O (stereo not given in full) | 5.9% | -3.8% | -0.2% | 0.5 | 83 | -18.0% | 3.4% | i | 27.8 | 0.4% | -1.5 | 795
Cc1n[nH]c(C)c1S(=O)(=O)N1CCCC(C(=O)Nc2ccc(Br)cc2)C1 (stereo not given) | 4.0% | -7.6% | 0.1% | 1.1 | 49 | -2.6% | -13.3% | i | 28.0 | -7.8% | -3.7 | 702
O=C(c1ccccc1Cc1ccccc1)N1CCN(S(=O)(=O)c2ccccc2Br)CC1 | 15.3% | · | · | 7.9 | 64 | · | 3.3% | i | 55.8 | · | · | ·
CCOC(=O)C1=C(N)Oc2cc(O)ccc2C1c1ccc(C)cc1 (stereo not given) | 4.6% | -4.4% | 0.4% | 9.3 | 65 | 5.9% | 18.4% | i | 23.8 | 3.1% | 4.1 | 827

An unsorted share of the library; 1.8% or so of the library scored in one or more.
